Hsp90 block: displaces geldanamycin probe from tumor Hsp90; NCI-N417 lysate Hsp90, Cy3B-geldanamycin FP displacement; P07900; 64,000 compounds, 0.35% hits; inhibition, % at 30 µM;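 active means inhibition above 50%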;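 further: 0% = tracer plus lysate wells and 100% = tracer alone without lysate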
Cdc25B inh: inhibitors of human Cdc25B phosphatase. P30305. recombinant Cdc25B, OMFP fluorescence Ex485/Em525. inhibition, %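 (compounds tested at 10 µM final in the well)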. 65,000 compounds, 0.1% hits; in the data active means inhibition above about 50%
Target sequence (P30305 whole entry, looked up): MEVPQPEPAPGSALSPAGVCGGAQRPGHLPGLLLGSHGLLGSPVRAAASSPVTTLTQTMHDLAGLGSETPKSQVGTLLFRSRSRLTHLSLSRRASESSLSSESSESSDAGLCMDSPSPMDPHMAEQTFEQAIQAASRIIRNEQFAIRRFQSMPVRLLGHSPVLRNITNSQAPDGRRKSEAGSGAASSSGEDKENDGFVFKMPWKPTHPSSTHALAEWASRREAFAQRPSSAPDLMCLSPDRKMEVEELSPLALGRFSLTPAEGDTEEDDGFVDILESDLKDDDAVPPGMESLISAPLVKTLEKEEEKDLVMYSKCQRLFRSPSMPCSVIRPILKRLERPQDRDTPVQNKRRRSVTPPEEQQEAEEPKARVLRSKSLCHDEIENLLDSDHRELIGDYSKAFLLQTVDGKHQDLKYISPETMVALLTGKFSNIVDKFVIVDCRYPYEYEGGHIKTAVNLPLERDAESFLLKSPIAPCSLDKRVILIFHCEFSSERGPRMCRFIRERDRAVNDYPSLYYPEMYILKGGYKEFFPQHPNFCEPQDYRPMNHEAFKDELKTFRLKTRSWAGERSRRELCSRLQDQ
JNK3 blocker: inhibitors of human JNK3 kinase; purified JNK3 kinase activity, HTS; P53779; inhibition, % at 8 µM; AID 746; 60,000 compounds, 0.61% hits; in the data active means inhibition above about 17%;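 further: 0% = DMSO and 100% = reference inhibitor; many of its hits are not listed in these tables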
Autofluor 339: intrinsic fluorescence of library compounds, ex339/em460 – biochemical, MLSMR library, data from DPM-DC assay, artefact control, profiling panel; compound autofluorescence, ex339/em460 nm, NADH buffer; stronger effect = higher value; 1 = no-compound wells, NADH background; fluorescence fold increase at 10 µM; 65,000 compounds, 5.5% hits;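 active means at 10 µM, mean starting fluorescence two-fold or more over control wells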;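 further: signal is the first read of a kinetic run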
Her2 expr inh: Her2 kinase expression inhibition; P04626; SKBR-3 HER2 protein level, AlphaScreen, 18-24 h; stronger effect = lower value; HER2 level % of control, % at 10 µM; 65,000 compounds, 0.69% hits; AID 645;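 active means HER2 level under 5% of the carrier-only control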;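 further: 100% = DMSO carrier and 0% = 500 nM PU-H71 HSP90 inhibitor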
ROCK2 blocker: inhibitors of human Rho kinase 2; 60,000 compounds, 0.35% hits; O75116; AID 604; purified ROCK2, Kinase-Glo ATP depletion luminescence; inhibition, % at 6 µM;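 active means inhibition above the screen-wide mean inhibition plus 3 SD, cut at about 18% in these data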;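 further: plate controls were DMSO wells for no effect and Y-27632 control wells after no-enzyme background subtraction for full effect; many of its hits are not listed in these tables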
PKA kinase inh: blocks human protein kinase A activity; P17612; PKA Kemptide phosphorylation, Kinase-Glo ATP luminescence; inhibition, % at 6 µM; 65,000 compounds, 0.1% hits; AID 524;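 active means inhibition above the screen-wide mean inhibition plus 3 SD, cut at about 21% in these data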; further: many of its hits are not listed in these tables
DUSP1 inh: human dual specificity phosphatase 1 inhibition | recombinant MKP-1, OMFP hydrolysis fluorescence | inhibition, %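 (compounds tested at a single concentration somewhere between 10 and 100 µM)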 | 65,000 compounds, 0.15% hits | AID 374;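 active means inhibition above about 50%, limit read from the data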;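 further: 0% = DMSO max control wells and 100% = wells with enzyme stopped by NaOH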
Target sequence (P28562 whole entry, looked up): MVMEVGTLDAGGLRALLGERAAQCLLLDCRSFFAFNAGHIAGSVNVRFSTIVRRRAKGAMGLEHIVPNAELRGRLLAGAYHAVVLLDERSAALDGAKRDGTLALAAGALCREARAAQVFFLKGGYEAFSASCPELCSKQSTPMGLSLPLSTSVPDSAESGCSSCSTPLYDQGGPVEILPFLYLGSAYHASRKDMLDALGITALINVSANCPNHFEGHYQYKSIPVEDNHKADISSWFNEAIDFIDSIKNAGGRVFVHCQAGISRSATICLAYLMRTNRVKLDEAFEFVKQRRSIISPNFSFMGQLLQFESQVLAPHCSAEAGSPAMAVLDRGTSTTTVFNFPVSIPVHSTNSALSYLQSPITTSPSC
A340 absorber: absorbance at 340 nm; compound absorbance at 340 nm, fold over control; fold change at 10 µM; 65,000 tested, under 10 active; AID 708;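 active means at 10 µM dose, initial 340 nm absorbance at least 2 fold that of control wells; inactive means change under 2 fold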;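 further: initial absorbance extrapolated from kinetic A340 decline of NADH oxidation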
The depositor's hits bear a star; nt = not tested or not shown. Some of the compounds tested. The share of hits here may be higher or lower than overall.

SMILES	Hsp90 block	Cdc25B inh	JNK3 blocker	Autofluor 339	Her2 expr inh	ROCK2 blocker	PKA kinase inh	DUSP1 inh	A340 absorber
COc1ccc(OC)c(NC(=O)c2nnn(Cc3ccc(Br)cc3F)c2N)c1	-1	4	5	1.1	53	-6	7	-4	0.99
CCCCOc1ccccc1NC(=O)CC1SC(=NCC)N(CC)C1=O (stereo not drawn)	-1	-20	-5	1.1	102	4	9	1	1
O=C(Cn1nnc2c(cnn2-c2ccc(F)cc2)c1=O)OC1CCCCC1	-7	-10	6	1.4	122	4	4	-1	1
CCOC(=O)c1[nH]c2ccccc2c1NC(=O)CN1CCCCC1	-4	-8	0	1.5	101	4	-5	-20	1
COC(=O)CCC(=O)c1oc2ccccc2c1NC(=O)CCCN1C(=O)c2ccccc2C1=O	-1	-2	-1	1.1	79	-2	-6	10	1.1
Cc1[nH]c2ccccc2c1C(=O)COC(=O)C1CCC(=O)N1 (stereo not drawn)	-1	4	-7	0.98	-21*	6	10	19	1
Cn1cnnc1Sc1nc2ccccc2nc1NS(=O)(=O)c1ccccc1	1	-12	0	1.6	97	-2	-2	30	1.1
CCOC(=O)c1ccc(OCC(=O)c2ccc(O)cc2O)cc1	2	3	1	1.1	84	4	10	19	1.1
O=C(CSc1nnc(-c2ccc(F)cc2)o1)N1CCN(C(=O)c2ccco2)CC1	-2	-4	-1	1.1	69	4	6	14	1
Cc1cc(C(=O)CSc2nnc(Nc3ccccc3F)s2)c(C)n1CC1CCCO1 (stereo not drawn)	-2	-18	2	1	82	5	6	-4	1.1
Cc1ccc(N2CCN(CCc3nc4cc(NC(=O)c5ccco5)ccc4n3C)CC2)cc1	-7	1	4	1	60	8	6	19	1.1
O=C(CN1C(=O)CCC1=O)Nc1nc(-c2ccc(Cl)s2)cs1	-7	-7	-3	1.1	83	1	5	0	1
COCC(C)NC(=O)CCS(=O)(=O)c1nc(-c2ccc(OC)cc2)cc(C(F)(F)F)n1 (stereo not drawn)	-1	-1	-1	1.7	-20*	6	12	1	1
Cc1cc2c(N=O)c(NO)ccc2[nH]1	16	-5	-19	1	34	2	5	-4	1.1
Cc1ccccc1C(=O)Nc1ccc(Br)c(C)n1	-1	-4	5	1.1	75	-1	-3	-17	1
CC(C)N(CCc1ccncc1)C(=O)Nc1ccc(Cl)c(Cl)c1	-3	-2	-3	1.1	73	7	9	10	1.1
Cc1nn(C(C)C(=O)N2CCc3ccccc3C2)c(=O)c2cc3occc3n12 (stereo not drawn)	0	-8	8	1.1	101	7	13	1	1
NC(=O)c1cccc(S(=O)(=O)N2CCCCC2)c1	-2	-3	0	0.98	110	4	-1	-9	0.99
COc1cc(C(=O)O)cc(Br)c1OC1CCCC1	-1	-1	1	1.1	109	-8	-3	14	1
COc1ccc(Cc2nc(-c3ccc(Cl)cc3)no2)cc1	0	2	-4	1.1	100	-3	-4	-5	1

Next section (2 carried over from the part before).
SMILES	Hsp90 block	Cdc25B inh	JNK3 blocker	Autofluor 339	Her2 expr inh	ROCK2 blocker	PKA kinase inh	DUSP1 inh	A340 absorber
COc1cc(C(=O)O)cc(Br)c1OC1CCCC1	-1	-1	1	1.1	109	-8	-3	14	1
COc1ccc(Cc2nc(-c3ccc(Cl)cc3)no2)cc1	0	2	-4	1.1	100	-3	-4	-5	1
CCOC(=O)CCNC(=O)Nc1ccc2nc(C)n(Cc3ccc(Cl)cc3)c(=O)c2c1	-5	-12	5	1.4	119	5	3	28	0.98
CN(C(=O)c1ccc2c(c1)OCO2)C1(C(=O)NC2CCCCC2)CCCCC1	nt	-10	nt	1.1	98	nt	-3	4	0.96
COc1cc(C(=O)N2CCN(c3cccc(C)c3C)CC2)cc(OC)c1OC	0	-1	-1	0.6	66	4	5	7	1
O=C(NCc1ccc2c(c1)OCO2)c1cccc(S(=O)(=O)N2CCCCC2)c1	1	5	-2	1.2	132	5	12	-14	1.1
Fc1ccc(CSc2ncnc3c2oc2ccccc23)cc1	-1	-6	6	1.1	76	9	-6	8	1
Cc1nnc2n(-c3ccccc3)c(=O)c3c4c(sc3n12)CCCC4	-3	-5	0	1	97	5	4	-25	0.97
CCCCNC(=O)N(C)c1nncnc1C(=O)NC	0	-1	0	1.1	91	2	9	-28	1
CCCCOc1ccccc1C1C(C(N)=O)=C(C)Nc2nnnn21 (stereo not drawn)	-4	-7	6	1	115	2	9	-14	0.98
CCCCC(=O)NC1(C(F)(F)F)C(=O)Nc2c1c(=O)n(C)c(=O)n2C (stereo not drawn)	0	4	5	1.1	96	0	-6	-16	1
Cc1ccc(NC(=O)Cn2nnc(C(=O)NCc3cccs3)c2N)cc1	-4	2	nt	1.1	105	nt	9	4	1
CC(C)CCNC(=O)CN(C(=O)CCC(=O)Nc1ccccn1)c1ccc2c(c1)OCO2	-1	-8	4	1.1	79	4	2	13	0.97
CCOc1ccccc1N(C(=O)Cn1nnnc1-c1ccc(C)o1)C(CC)C(=O)NC(C)(C)C (stereo not drawn)	2	-3	0	1.1	72	5	10	-12	1
CCc1ccc(CNCc2cccnc2)cc1	-1	-3	0	0.99	107	-1	-3	-5	0.99
O=C(COC(=O)Cc1ccc(S(=O)(=O)N2CCCCC2)s1)Nc1ccc2c(c1)OCO2	-9	-5	-2	1.1	105	0	1	26	1
Nc1ccc2oc(-c3cc(Br)ccc3Cl)nc2c1	0	-3	-4	1.3	75	-2	-4	-5	1
O=C(c1nc2ncccn2n1)N1CCN(c2ccccc2)CC1	0	-5	-8	1.2	96	-2	1	24	1
CC(=O)Nc1ccc(Oc2ccc3nc(C)[nH]c3c2)cc1	0	3	0	1	122	-2	-1	-13	1
CC1CCCCC1NC(=O)Cn1nc(-c2ccccc2)ccc1=O (stereo not drawn)	0	-1	-6	1.1	110	2	5	24	1
CCOC(=O)c1cnc(-n2nc(C)cc2C)nc1Nc1ccc2c(c1)OCO2	2	6	-2	1.1	233	-4	3	-15	1
Fc1ccc(-c2cc(C(F)(F)F)nc(NCC3CCCO3)n2)cc1 (stereo not drawn)	-2	-6	-6	1.4	86	0	0	13	1
Cn1c2ccc(CC(=O)O)cc2c2cc(CC(=O)O)ccc21	2	-9	-2	1.2	111	4	9	6	1
Cc1ccccc1OCCN1C(=O)c2ccccc2C1=O	-1	-7	0	1.1	113	5	6	1	1
O=C1CC(c2ccc(S(=O)(=O)NC3CC3)cc2)CN1 (stereo not drawn)	-1	4	5	1.1	94	6	5	-2	1.1
Cc1ccnc(NS(=O)(=O)c2ccc(N=CC3=C(O)CC(C)(C)CC3=O)cc2)n1	0	-6	1	1.1	90	4	-1	-4	1.1
Cn1c(-c2ccc(C(=O)c3ccccc3)s2)nc2ccccc21	5	-3	-11	1.9	116	-4	0	4	1.2
COc1ccc(-c2nnc(SCC(=O)Nc3cc(C)on3)n2C)cc1OC	0	-2	-3	1	98	2	6	-18	0.98
CN(C)C(=O)CSc1nnc([C@H](Cc2c[nH]c3ccccc23)NC(=O)OC(C)(C)C)o1	-4	1	1	1	106	5	3	20	0.99
COc1ccc(C)cc1NC(=O)c1nnn(Cc2cc(C)ccc2C)c1N	0	-1	7	1.1	103	3	0	15	1.1
COc1ccc(-c2nnc(NC(=O)C(C)C)s2)c(OC)c1	-1	-35	2	2.1*	66	5	9	6	1.1
COc1cccc(C2/C(=C(/O)c3ccncc3)C(=O)C(=O)N2CCCN2CCOCC2)c1OC (stereo not drawn)	-2	5	-2	1.1	69	0	2	-13	1.1
O=C1c2ccccc2C(=O)N1SC1CCCCC1	1	-19	11	1	101	6	5	-5	1
COc1cccc(C(=O)CSc2nnc(CNS(C)(=O)=O)n2-c2ccc(C)cc2)c1	-1	-20	-9	1.1	91	-1	-4	2	1
O=C(c1ccco1)N1CCN(C(=O)c2cnn3c2NC(c2cccs2)CC3C(F)(F)F)CC1 (stereo not drawn)	-2	9	0	1.1	145	-1	-4	33	1.1
CCOC(=O)N1CCC(NC(=O)CSc2cc(=O)n(CC)c3ccccc23)CC1	-4	-2	nt	1.4	123	nt	8	43	1.1
CCN1CCN(Cc2nc3c(c(=O)n(C)c(=O)n3C)n2CCc2ccccc2)CC1	-4	-1	-1	1.1	71	6	0	-5	1.1
O=C(NCCCNC(=O)c1ccco1)c1ccco1	-3	-1	-3	0.94	106	4	4	9	1
NS(=O)(=O)c1ccc(CCNc2cc(=O)n(Cc3ccc(F)cc3)c(=O)[nH]2)cc1	-4	-8	0	1.1	86	4	6	5	1
Cc1nn2c3ccccc3nc2n(C)c1=O	-3	7	1	0.93	123	3	2	-14	1
CC(=O)CC(=O)Nc1ccccc1NC(C)=O	-3	1	2	1	99	0	6	3	0.99
COc1ccccc1C(c1nnnn1CCc1ccccc1)N1CCN(c2ccccc2)CC1 (stereo not drawn)	0	-4	0	1.1	172	3	-2	10	0.98
O=C(Cn1c(NCCCO)nc2ccccc21)c1cccc(Br)c1	-5	-1	5	1.1	96	6	2	2	1
CC(C)N1CCC2(CC1)N=C(c1ccc3c(c1)OCO3)CC(c1cc(Cl)ccc1O)N2 (stereo not drawn)	-1	-5	1	1.1	-18*	-1	1	0	1
O=C(NC1CCN(Cc2ccccc2)CC1)C1CCN(S(=O)(=O)c2cccc3cccnc23)CC1	1	-3	-8	1	99	-1	4	-2	0.99
CCSc1nnc(Cc2cc(=O)[nH]c(=O)[nH]2)n1-c1cccc(C)c1	-3	-3	-3	1.1	104	2	-3	8	1
O=C(NCCCNC(=O)c1ccccn1)c1ccccn1	-1	-12	2	1.1	122	8	7	-7	0.99
CC(C)c1ccc(CNc2ccc(N3CCOCC3)cc2)cc1	-2	-10	-5	1.1	115	4	9	2	0.97

Of the compounds above, 9 have an aryl thioether with sulfur outside any ring:
SMILES	Hsp90 block	Cdc25B inh	JNK3 blocker	Autofluor 339	Her2 expr inh	ROCK2 blocker	PKA kinase inh	DUSP1 inh	A340 absorber
Cn1cnnc1Sc1nc2ccccc2nc1NS(=O)(=O)c1ccccc1	1	-12	0	1.6	97	-2	-2	30	1.1
O=C(CSc1nnc(-c2ccc(F)cc2)o1)N1CCN(C(=O)c2ccco2)CC1	-2	-4	-1	1.1	69	4	6	14	1
Cc1cc(C(=O)CSc2nnc(Nc3ccccc3F)s2)c(C)n1CC1CCCO1 (stereo not drawn)	-2	-18	2	1	82	5	6	-4	1.1
Fc1ccc(CSc2ncnc3c2oc2ccccc23)cc1	-1	-6	6	1.1	76	9	-6	8	1
COc1ccc(-c2nnc(SCC(=O)Nc3cc(C)on3)n2C)cc1OC	0	-2	-3	1	98	2	6	-18	0.98
CN(C)C(=O)CSc1nnc([C@H](Cc2c[nH]c3ccccc23)NC(=O)OC(C)(C)C)o1	-4	1	1	1	106	5	3	20	0.99
COc1cccc(C(=O)CSc2nnc(CNS(C)(=O)=O)n2-c2ccc(C)cc2)c1	-1	-20	-9	1.1	91	-1	-4	2	1
CCOC(=O)N1CCC(NC(=O)CSc2cc(=O)n(CC)c3ccccc23)CC1	-4	-2	nt	1.4	123	nt	8	43	1.1
CCSc1nnc(Cc2cc(=O)[nH]c(=O)[nH]2)n1-c1cccc(C)c1	-3	-3	-3	1.1	104	2	-3	8	1

Compound activity: PubChem BioAssay, several laboratories
